# Bioassay records (PubChem)
# hERG protect = hERG rescue from dofetilide block, primary screen, cell-based, CHO-hERG, FluxOR thallium flux, dofetilide IC70. 0.51% of 310,000 active. dofetilide IC70 present. activation (rescue from dofetilide block), less the hit threshold, % at 10 µM. Voltage-gated inwardly rectifying potassium channel KCNH2 (Homo sapiens), Q12809. AID 1511, 2009;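 active = activation above the mean of controls blocked by dofetilide plus 5 SD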;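 note: thallium influx through hERG after potassium depolarization seen as dye fluorescence rise; in these data hits start at about 4.7%; inactives centre near -7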
# SKKanGAS inh = S. pyogenes SKKanGAS growth inhibitors in kanamycin, primary screen, streptokinase expression inhibitor project, SKKanGAS strain, BacTiter-Glo luminescence; AID 1662, 2009; 6 h; 1.3% of 300,000 active; inhibition, % at 7.5 µM;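 active = mean replicate score, as percent of positive control median, at least 50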;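 note: strain carries kanamycin resistance gene driven by streptokinase promoter and grows in 40 µg/ml kanamycin; loss of luminescence reflects streptokinase promoter inhibition or plain growth inhibition; 0% = median of DMSO wells and 100% = positive control at its reference dose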
# KCNK9 block = KCNK9 potassium channel inhibitors, primary screen, HEK293 cells, thallium flux | B-score at 10 µM | Potassium channel subfamily K member 9 (Homo sapiens), Q9NPC2 | AID 488922, 2010 | 1.2% of 310,000 active | FluxOR thallium flux fluorescence; hits give low values;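 active = ratio B-score over 3 SD below the library mean, with starting fluorescence within 5 SD of its mean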;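 note: negative B-score means less thallium flux so channel inhibition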
# Target sequence (Q9NPC2 whole entry, looked up): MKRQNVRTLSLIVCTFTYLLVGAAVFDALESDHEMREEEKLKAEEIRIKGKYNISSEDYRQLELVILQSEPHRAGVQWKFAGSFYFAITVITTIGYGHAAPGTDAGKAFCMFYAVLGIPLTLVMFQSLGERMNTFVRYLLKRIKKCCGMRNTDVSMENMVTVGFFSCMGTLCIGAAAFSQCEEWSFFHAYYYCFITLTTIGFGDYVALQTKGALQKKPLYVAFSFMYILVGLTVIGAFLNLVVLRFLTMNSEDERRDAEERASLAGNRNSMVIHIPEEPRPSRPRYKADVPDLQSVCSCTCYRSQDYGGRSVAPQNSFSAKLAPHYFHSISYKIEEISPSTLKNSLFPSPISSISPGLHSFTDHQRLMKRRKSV
# RGS4 act = RGS4 potentiators or activators, primary screen, cell-based, HEK293 M3R inducible RGS4, calcium flux; AID 463111, 2010; 0.92% of 310,000 active; carbachol calcium flux Fluo4; hits give low values; B-score at 10 µM;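 active = B-score of the integrated calcium signal more than 4 SD below the library mean, with starting fluorescence not abnormally high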;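 note: negative B-score means reduced calcium response which marks RGS4 activation or potentiation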
#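 Assay system: Inducible-RGS4 HEK293 cells carrying M3 receptor | Schedule: Compound preincubation 20 min at room temperature before agonist | Signal: Kinetic calcium fluorescence imaging with Fluo4-AM dye, 2 µM | Read-out basis: B score from integrated fluorescence ratio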
# TMEM16A inh = TMEM16A chloride channel inhibitors, primary screen, cell-based, HTS; Anoctamin-1 (Mus musculus), Q8BHY3; HEK293 TMEM16A/YFP iodide influx fluorescence, ionomycin; 1.2% of 310,000 active; normalized B-score (activity score, 25-100; higher = stronger inhibition) at 10 µM;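 active = ratio plate-corrected score three or more library SD toward inhibition, starting fluorescence score within five deviations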;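 note: score derived from kinetic fluorescence span divided by baseline fluorescence per well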
# RGS4 block = RGS4 inhibitors, primary screen, cell-based, HEK293 M3R inducible RGS4, calcium flux. B-score at 10 µM. Fluo-4 calcium flux; hits give high values; triggered by carbachol at its EC20. 0.45% of 310,000 active;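 active = B-score, a plate-corrected calcium signal, over three deviations above library mean, with baseline fluorescence within five deviations of library mean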;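 note: RGS4 expression induced by doxycycline in cells with stable M3 receptor; B-score is computed from the integrated fluorescence ratio over baseline after carbachol; higher B-score means a larger calcium signal and so more RGS4 inhibition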
# Target sequence (P49798 whole entry, looked up): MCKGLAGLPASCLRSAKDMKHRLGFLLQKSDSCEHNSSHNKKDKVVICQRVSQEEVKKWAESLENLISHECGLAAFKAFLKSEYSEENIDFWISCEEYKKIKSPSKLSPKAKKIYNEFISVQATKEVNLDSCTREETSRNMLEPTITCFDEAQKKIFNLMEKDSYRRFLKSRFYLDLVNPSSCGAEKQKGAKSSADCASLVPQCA
# HDAC3 inh = HDAC3 deacetylase inhibitors, primary screen, biochemical, fluorescence, cell-free homogeneous; recombinant HDAC3, fluorogenic peptide/trypsin coupled; inhibition, % at 8.3 µM; 0.15% of 320,000 active; AID 2718, 2010; in the data active = inhibition above about 26%, passing the limit was not always enough
# KCNQ1 inh = inhibitors of human KCNQ1 channel, primary screen, cell-based, thallium flux, high-throughput; Potassium voltage-gated channel subfamily KQT member 1 (Homo sapiens), P51787; CHO-K1 KCNQ1, FluxOR thallium flux fluorescence; hits give high values; B-score at 10 µM; 1.3% of 310,000 active;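 active = compounds whose thallium flux B-score, printed positive for inhibition, exceeds three library SD while starting fluorescence stays within three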;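 note: channel opened by potassium depolarization with thallium stimulus after 20 min compound exposure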
# KCNQ1 act = potentiators or activators of KCNQ1 channel, primary screen, cell-based, thallium flux, high-throughput; Potassium voltage-gated channel subfamily KQT member 1 (Homo sapiens), P51787; CHO-K1 KCNQ1, thallium flux FluxOR fluorescence; hits give high values; B-score at 10 µM; 0.35% of 310,000 active;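 active = fluorescence ratio B-score, a plate-corrected score, at least three library SD, with initial intensity B-score within 5 SD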
#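 Assay system: stable KCNQ1 CHO-K1 line; medium: assay buffer, equal DMSO in all wells; timing: 90 min dye loading and 20 min compound exposure, both at room temperature; technique: kinetic FluxOR thallium fluorescence, 10-s 1-Hz baseline, 110-s post-stimulus read; read-out basis: B score of baseline-normalized fluorescence ratio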
# KCNK3 block = human KCNK3 channel inhibitors, primary screen, CHO cells, FluxOR thallium flux, B-score | B-score at 10 µM | Potassium channel subfamily K member 3 (Homo sapiens), O14649 | FluxOR fluorescence; hits give low values | AID 602410, 2012 | 0.84% of 340,000 active;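 active = B-score under library mean minus 4 SD, starting fluorescence ratio at most library mean plus 5 SD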;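 note: more negative B-score means stronger inhibition of thallium flux through KCNK3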
# Target sequence (O14649 whole entry, looked up): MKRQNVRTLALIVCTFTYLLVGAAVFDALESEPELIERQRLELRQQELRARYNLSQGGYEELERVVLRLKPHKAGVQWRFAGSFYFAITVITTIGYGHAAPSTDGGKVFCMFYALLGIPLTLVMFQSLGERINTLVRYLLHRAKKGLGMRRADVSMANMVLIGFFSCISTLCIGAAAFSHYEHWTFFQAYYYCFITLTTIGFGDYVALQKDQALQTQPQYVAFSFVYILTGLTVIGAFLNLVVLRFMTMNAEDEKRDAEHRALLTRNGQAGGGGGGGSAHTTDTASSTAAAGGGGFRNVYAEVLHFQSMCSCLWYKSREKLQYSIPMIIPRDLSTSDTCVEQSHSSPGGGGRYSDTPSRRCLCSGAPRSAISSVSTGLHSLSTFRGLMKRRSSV
# ANO1 activ = TMEM16A chloride channel activators or potentiators, primary screen, cell-based, HTS | Anoctamin-1 (Mus musculus), Q8BHY3 | HEK293 TMEM16A/YFP-H148Q/I152L, iodide quench fluorescence; hits give low values | B-score at 10 µM | 0.3% of 340,000 active;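 active = fluorescence-ratio B-score plate-corrected deviation score at least 3 library SD below zero, with starting fluorescence score within 5 deviations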;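 note: channel opened by trigger with iodide after compound preincubation; score built on the fluorescence ratio of max minus min over baseline; more negative score means more quench and so TMEM16A activation or potentiation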
# An asterisk follows results filed as active; i = inactive; nt = not tested or not shown. Rows were taken by chance; overall some 6.3% were active at least once.
cpd	SMILES	hERG protect	SKKanGAS inh	KCNK9 block	RGS4 act	TMEM16A inh	RGS4 block	HDAC3 inh	KCNQ1 inh	KCNQ1 act	KCNK3 block	ANO1 activ
1	O=C(Oc1ccc2c(-c3ccccc3)cc(=O)oc2c1)c1cccs1	-11	1	i	i	i	i	1	i	i	i	i
2	CC(=O)N(c1ccc(C)cc1)C1C=CS(=O)(=O)C1 (stereo not given)	-3	-4	i	i	i	i	1	i	i	i	i
3	CN(C(=O)COC(=O)c1cc(S(=O)(=O)N2CCOCC2)ccc1Cl)C1CCS(=O)(=O)C1 (stereo not given)	-10	-4	i	i	i	i	4	i	i	i	i
4	O=C(Nc1ccc(OCC(F)(F)C(F)F)c(C(F)(F)F)c1)c1ccccc1O	-8	81*	-6.6*	i	100*	i	0	i	i	i	i
5	CC(C)(C)NC(=O)C(=O)NCc1ccncc1	-11	-4	i	i	i	i	-3	i	i	i	i
6	CCc1nnc(NC(=O)CSc2nnc(COc3ccc(C)cc3)n2-c2ccccc2)s1	-12	8	i	i	i	i	3	i	i	i	i
7	O=c1[nH]c(C2CCCN(S(=O)(=O)c3cccc(F)c3)C2)nc2c1nnn2Cc1ccccc1 (stereo not given)	-4	17	i	i	i	i	3	i	i	i	i
8	c1ccc(N/N=C(\Cc2ncc[nH]2)c2ccccc2)cc1	-13	0	i	i	i	i	0	i	i	i	i
9	Cc1cc(Cl)ccc1NC(=S)NCc1ccc(S(N)(=O)=O)cc1	-6	15	i	i	i	i	-4	i	i	i	i
10	c1ccc(Cn2c(NCc3ccncc3)nc3ccccc32)cc1	-13	-5	i	i	i	i	5	i	i	i	i
11	O=[N+]([O-])c1ccc(S(=O)(=O)NCCCc2ccccc2)cc1	-6	-1	i	i	i	i	2	i	i	i	i
12	O=C(N[C@@H](c1ccccc1)[C@H](O)c1ccccc1)[C@@H]1CCCN1C(=O)OCc1ccccc1	-1	12	i	i	i	i	-3	i	i	i	i
13	CSc1ccc(/C=N/NC(=O)c2cccc(Cl)c2)cc1	-4	8	i	i	i	i	4	i	i	i	i
14	CCOc1ccc(-c2cc(C(=O)N/N=C(\C)c3cccnc3)c3ccccc3n2)cc1	-11	14	i	i	i	i	-8	i	i	i	i
15	CCC(C)Sc1nc2c(cnn2-c2ccc(F)cc2)c(=O)[nH]1 (stereo not given)	-4	-1	i	i	i	i	-8	i	i	i	i
16	CC(C)C(=O)NC(=S)N1CCc2ccccc21	2	-7	i	i	i	i	2	i	i	i	i
17	COC(CN(C)C(=O)c1cn(C)c2ccc(S(=O)(=O)N(C)C3CCCCC3)cc2c1=O)OC	-8	-1	i	i	i	i	-1	i	i	i	i
18	CCOC(=O)c1ccc(Nc2cc3ccccc3c(=O)[nH]2)cc1	-11	4	i	i	i	i	6	i	i	i	i
19	Cc1nnc(NC(=O)C2CCCN(S(=O)(=O)c3ccccc3C(F)(F)F)C2)s1 (stereo not given)	15*	3	i	i	i	i	1	i	i	i	i
20	CCN(Cc1ccccc1)C(=O)C1CCN(C/C(C)=C/c2ccccc2)CC1	-5	-10	i	i	i	i	-2	i	i	i	i

# Only ANO1 activ (2 entries from above):
item | Molecule | ANO1 activ
2 | CC(=O)N(c1ccc(C)cc1)C1C=CS(=O)(=O)C1 (stereo not given) | i
3 | CN(C(=O)COC(=O)c1cc(S(=O)(=O)N2CCOCC2)ccc1Cl)C1CCS(=O)(=O)C1 (stereo not given) | i

# The list continues:
cpd	SMILES	hERG protect	SKKanGAS inh	KCNK9 block	RGS4 act	TMEM16A inh	RGS4 block	HDAC3 inh	KCNQ1 inh	KCNQ1 act	KCNK3 block	ANO1 activ
21	O=C(Nc1ccc(C(=O)N2CCCCC2)cc1)C1=CSCCO1	-6	-9	i	i	i	i	6	i	i	i	i
22	Cc1cc(C)n(-c2nc3ccccc3c(=O)n2OCC(=O)N(C)C)n1	-9	0	i	i	i	i	-4	i	i	i	i
23	Cc1nnc(C)c2c(C)n(-c3ccc(Br)cc3)c(C)c12	-1	-2	i	i	nt	i	nt	i	i	nt	nt
24	Cc1cc(C(=O)CSc2nc3ccccc3o2)c(C)n1CC1CCCO1 (stereo not given)	-8	15	i	i	100*	i	-8	i	i	i	i
25	CC1CCC(NC(=O)COC(=O)c2n[nH]c(=O)c3ccccc23)CC1 (stereo not given)	-11	2	i	i	i	i	-3	i	i	i	i
26	Cc1ccc(C)c(OCc2cc(C(=O)N3CCc4sccc4C3)no2)c1	-15	6	i	i	i	i	0	i	i	i	i
27	Cc1nn(CC(=O)Nc2ccc(Cl)cn2)c(C)c1Br	-4	2	i	i	i	i	4	i	i	i	i
28	COCCNC(=O)C(c1ccccc1)N(Cc1cccs1)C(=O)Cn1nnc2ccccc21 (stereo not given)	1	2	i	i	i	i	-1	i	i	i	i
29	CCCCn1c(SCC(=O)NC2CCCC2)nc2ccccc2c1=O	-4	2	i	i	i	i	1	i	i	i	i
30	CCC(=O)N1CCc2cc(S(=O)(=O)CCC(=O)N3CCN(c4ccc(Cl)cc4)CC3)ccc21	-12	-2	i	i	i	i	1	i	i	i	i
31	O=C(Nc1ccccc1N1CCCC1)c1cc(Cl)ccc1Cl	-7	14	i	i	i	i	5	i	i	i	i
32	CCOC(=O)c1cccc(NC(=O)CSc2nnc(-c3cccnc3)n2C)c1	-8	6	i	i	i	i	-3	i	i	i	i
33	CCCCCCNc1nc(Cl)nc(NC(C)(C)CO)n1	-9	-2	i	i	i	i	3	i	i	i	i
34	Cn1nc(C(=O)Nc2sc3c(c2C#N)CCCC3)ccc1=O	-11	-10	i	i	i	i	2	i	i	i	i
35	Cc1ccccc1C(=O)Nc1ccnn1C1CCN(Cc2cnn(C)c2)CC1	-8	21	i	i	i	i	-2	i	i	i	i
36	OCc1cn(-c2ccccc2)nc1-c1ccc(Br)cc1	-2	-12	i	i	i	i	8	i	i	i	i
37	COc1ccc(S(=O)(=O)NCc2ccco2)cc1NC(=O)c1ccccc1	-11	-1	i	i	i	i	2	i	i	i	i
38	CN(C)/C=C/C(=O)c1cccc([N+](=O)[O-])c1	-5	-6	i	i	i	i	4	i	i	i	i
39	CCCCn1c(=O)[nH]c(=O)c2c1nc(-c1ccc(-c3ccccc3)cc1)n2C	-4	12	i	i	i	i	0	i	i	i	i
40	CSc1nc(-c2ccco2)cc(-c2ccccc2)c1C#N	-10	-3	i	i	i	i	-1	i	i	i	i
41	CCC(C)NC(=O)C1CCCN1S(=O)(=O)c1ccc(Cl)cc1 (stereo not given)	-4	-1	i	i	i	i	2	i	i	i	i
42	C=C(C)C1CC=C(C)/C(=N/NC(=O)c2ccccc2[N+](=O)[O-])C1 (stereo not given)	-12	0	i	i	i	i	3	i	i	i	i
43	COc1ccc(C(CNC(=O)COc2ccccc2C)N2CCCC2)cc1 (stereo not given)	-10	0	i	i	i	i	-3	i	i	i	i
44	CCCNC(=O)CC1Sc2ccccc2NC1=O (stereo not given)	-9	-5	i	i	i	i	4	i	i	i	i
45	CC(C)(O)CCc1c(-c2ccc(O)cc2O)oc2c3c(cc(O)c2c1=O)OC(C)(C)C=C3	-17	23	i	i	i	i	11	i	i	i	i
46	CCS(=O)c1ccccc1C(=O)O (stereo not given)	-4	-5	i	i	i	i	12	i	i	i	i
47	COc1cccc(NC(=O)N2CCC(NC(=O)C(Cc3ccccc3F)NC(C)=O)CC2)c1 (stereo not given)	-15	4	i	i	i	i	2	i	i	i	i
48	CCn1cc(CN2CCC(C(=O)Nc3cccc(-c4cccc(Cl)c4)c3)CC2)cn1	-24	-10	i	i	i	i	1	i	i	i	i
49	CSCC[C@H](NC(=O)Nc1ccc(C)cc1C)C(=O)O	1	1	i	i	i	i	8	i	i	i	i
50	COc1cccc(/C=N/Nc2ccc(S(=O)(=O)O)cc2)c1O	-8	5	i	i	i	i	-1	i	i	i	i
51	Cc1cc(NC(=O)C2CCCCC2)ncc1NC(=O)c1ccccn1	-7	-11	i	i	i	i	-4	i	i	i	i
52	COC(=O)c1cccc(NC(=O)CSCc2ccccc2)c1	-7	-4	i	i	i	i	1	i	i	i	i
53	CCc1cc2c(-c3ccccc3)cc(=O)oc2cc1OCC(C)=O	-5	2	i	i	i	i	0	i	i	i	i
54	CN(CC(=O)N1CCCCCC1)S(=O)(=O)c1ccc(Br)s1	-5	0	i	i	i	i	10	i	i	nt	nt
55	CC1CCN(C(=O)COC(=O)c2ccc(F)c(S(=O)(=O)N3CCOCC3)c2)CC1	-5	-3	i	i	i	i	-1	i	i	i	i
56	CC1CC(NC(=O)/C(C#N)=C/c2ccc[nH]2)CC(C)(C)C1 (stereo not given)	-9	-14	i	i	i	i	0	i	i	i	i
57	COCCNC(=O)c1onc(CSc2nc3ccccc3[nH]2)c1C(=O)NCCOC	-11	-1	i	i	i	i	-2	i	i	i	i
58	O=C1C2C(C(=O)N1/N=C/c1ccco1)C1C=CC2C12CC2 (stereo not given)	-6	-7	i	i	i	i	10	i	i	i	i
59	O=C(NCC1CCCO1)c1ccc(C(=O)NCC2CCCO2)cc1 (stereo not given)	1	-5	i	i	i	i	-6	i	i	i	i
60	Cc1ccccc1CC(=O)Nc1sc(C(C)C)cc1C(=O)N1CCOCC1	-5	-1	i	i	i	i	7	i	i	i	i
61	N=c1c(C(=O)NC2CCCCC2)cc2c(=O)n3ccccc3nc2n1Cc1ccc(F)cc1	-23	7	i	i	i	i	-26	i	i	i	i
62	O=C(c1cccc2c1-c1ccccc1C2)N1CCCCC1	-5	-1	i	i	i	i	1	i	i	i	i
